Source: PubChem (National Center for Advancing Translational Sciences (NCATS))
Tb PFK block – inhibitors of T. brucei phosphofructokinase; O15648; T. brucei PFK, ADP-Glo luminescence; Potency, µM (top dose mostly 57.5 µM), for the others: top-dose activity, negative = inhibition, usual class: inhibitors; 0.17% of 330,000 active; AID 485367;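 note: potency is the fitted concentration of half-maximal effect; 0% = uninhibited 1x PFK enzyme wells and -100% = no-enzyme wells; nearly all actives have a fitted effect of over 60% in size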
Target sequence (O15648 whole entry, looked up): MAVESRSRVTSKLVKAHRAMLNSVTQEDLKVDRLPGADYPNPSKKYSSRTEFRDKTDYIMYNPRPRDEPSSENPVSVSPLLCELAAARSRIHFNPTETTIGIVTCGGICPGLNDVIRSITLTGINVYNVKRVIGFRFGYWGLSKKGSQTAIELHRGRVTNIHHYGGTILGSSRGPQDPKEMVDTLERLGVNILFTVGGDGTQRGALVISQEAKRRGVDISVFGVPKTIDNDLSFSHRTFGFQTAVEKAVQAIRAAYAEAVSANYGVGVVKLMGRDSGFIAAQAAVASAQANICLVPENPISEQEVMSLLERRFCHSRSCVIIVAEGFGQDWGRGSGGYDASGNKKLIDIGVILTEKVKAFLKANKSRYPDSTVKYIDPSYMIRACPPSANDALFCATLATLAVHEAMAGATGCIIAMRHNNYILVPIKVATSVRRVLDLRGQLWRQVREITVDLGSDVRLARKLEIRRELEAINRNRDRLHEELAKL
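ADP-Glo luminescence quantified ADP after 45 min at room temperature, with 1.25 nM T. brucei PFK, 0.1 mM ATP and 0.5 mM fructose-6-phosphate in pH 8.0 TEA buffer. qHTS titrations up to 57 µM; curves classified by quality.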
p53 reactivator – mutant p53 re-activation in reporter cells | H1299 p53-A138V BP100-luciferase reporter, luminescence, 24 h | Potency, µM (titrated, usually from 92.2 µM), inactives show at the top dose activity change, positive = activation, hits mostly activators | 0.063% of 320,000 active | AID 504706; note: potency is the fitted concentration of half-maximal effect; % of control where 0% means no effect; nearly all actives have a fitted effect of over 45% in size
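p53-null H1299 cells stably carrying temperature-sensitive p53-A138V and a BP100-luciferase reporter were pinned with compounds (4-point, 1:5 series) and held 24 hrs at 37 deg C. Luminescence was read 10 min after detection reagent.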
ELG1 repair inh – inhibitors of ELG1-dependent DNA repair in HEK293T cells; Potency, µM (top dose mostly 46.1 µM), for inactives: top-dose activity change, negative = inhibition, hits mostly inhibitors; HEK293T ELG1-luciferase reporter, luminescence, 16 h; DNA damage induced by 5-fluorouridine; 2.3% of 330,000 active; note: potency is the fitted concentration of half-maximal effect; % is set by controls: 0 for no effect and ±100 for the full control effect; nearly all actives have a fitted effect of over 55% in size
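DMSO vehicle served as the neutral condition. Each well held 2,000 cells given 5-fluorouridine plus compound; after 16 hr at 37 °C/5% CO2, ONE-Glo was added and luciferase measured 30 min later.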
FLuc counter – firefly luciferase modulation, counter-screen for miR-21 project | 6.9% of 360,000 active | purified FLuc, Km substrates, luminescence inhibition | P08659 | Potency, µM (series often up to 57.5 µM), inactives show at the highest dose activity change, negative = inhibition, usual class: inhibitors;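 note: potency is the fitted concentration of half-maximal effect; plate controls were vehicle for no effect and reference inhibitor for full effect; nearly all actives have a fitted effect of over 55% in size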
Target sequence (P08659 whole entry, looked up): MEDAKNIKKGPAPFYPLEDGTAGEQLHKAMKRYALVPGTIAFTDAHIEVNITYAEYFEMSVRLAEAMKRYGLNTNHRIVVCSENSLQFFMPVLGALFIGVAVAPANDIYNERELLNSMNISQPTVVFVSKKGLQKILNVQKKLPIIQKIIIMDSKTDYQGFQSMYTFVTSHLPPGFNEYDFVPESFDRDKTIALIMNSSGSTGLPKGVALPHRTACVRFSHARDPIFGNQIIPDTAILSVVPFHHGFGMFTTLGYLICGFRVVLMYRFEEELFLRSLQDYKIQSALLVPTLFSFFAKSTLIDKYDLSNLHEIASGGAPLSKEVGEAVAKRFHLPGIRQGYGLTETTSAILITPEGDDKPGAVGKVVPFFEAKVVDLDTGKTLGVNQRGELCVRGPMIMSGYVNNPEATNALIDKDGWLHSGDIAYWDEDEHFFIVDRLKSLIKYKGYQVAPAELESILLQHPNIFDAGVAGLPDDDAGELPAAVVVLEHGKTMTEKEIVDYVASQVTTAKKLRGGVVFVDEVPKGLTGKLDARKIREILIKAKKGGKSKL
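Biochemical qHTS of compounds, final roughly 60 µM downward over six points, against 10 nM purified firefly luciferase using Km concentrations of substrates (10 uM D-luciferin, 10 uM ATP) in Tris acetate pH 7.5 buffer; luminescence output.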
ELG1 genotoxic – genotoxicity induction in ELG1-luciferase HEK293T cells. HEK293T ELG1-luciferase reporter, luminescence, 16 h. Potency, µM (titrated, usually from 46 µM), without a hit: top-dose activity change, positive = activation, usual class: activators. 1.3% of 330,000 active; note: potency is the fitted concentration of half-maximal effect; % of control where 0% means no effect; nearly all actives have a fitted effect of over 60% in size
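ELG1-luciferase HEK293T cells, 2,000/well; compound pinned in; 16 hr, 37 °C, 5% CO2; ONE-Glo, 30 min RT; luminescence on CCD imager.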
RORgamma inh – blocks mouse ROR gamma transcriptional activity. P51450. Drosophila S2 Gal4-RORgamma UAS-luciferase reporter, 20 h. Potency, µM (top dose mostly 53.6 µM), without a hit: at the top dose activity change, negative = inhibition, actives largely listed as inhibitors. 5.4% of 310,000 active; note: potency is the fitted concentration of half-maximal effect; % is set by controls: 0 for no effect and ±100 for the full control effect; nearly all actives have a fitted effect of over 60% in size
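Drosophila S2 cells stably expressing Gal4-DBD/mouse RORγ fusion under metallothionein promoter plus UAS-luciferase; compound 1 h, then 700 uM CuSO4 induction for 20 h at ambient temperature; inhibition read as reduced luminescence.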
BRCA1 expr act – BRCA1 expression activation | MCF7-BRCA1-FFLuc reporter, luminescence, 48 h; response scale: scaled: vehicle 0%, 10 µM genistein 100% | Potency, µM (highest dose often 46.1 µM), without a hit: at the highest dose activation, most hits filed as activators | 1.1% of 380,000 active; note: potency is the fitted concentration of half-maximal effect; nearly all actives have a fitted effect of over 80% in size; some results filed as inactive show a strong effect at the top dose
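MCF7-BRCA1-FFLuc, 2000 cells/well; 2 h attach, 37 °C/5% CO2; compound 48 h; luciferase substrate 15 min; luminescence end-point. Norm. to genistein 10 microM max activation and DMSO; concentration-response curves fitted.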
NPC1 promoter act – activates the NPC1 promoter. Potency, µM (top dose mostly 9.22 µM), for the others: at the top dose activation, actives largely listed as activators. 2.4% of 320,000 active. AID 485313. Huh7 NPC1 promoter luciferase reporter, 24 h;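 note: potency is the fitted concentration of half-maximal effect; % of control where 0% means no effect; nearly all actives have a fitted effect of over 60% in size; reporter is driven by a mutant NPC1 promoter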
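Quantitative HTS used a cell-based reporter: Huh7 cells stably bearing the NPC1 promoter upstream of luciferase were treated with compounds for 24 h, and promoter activation was read as luminescence.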
Gal4-VP16 FLuc – counter-screen for ROR gamma inhibitors: Gal4-VP16 reporter; Potency, µM (top dose mostly 53.6 µM), for the others: at the highest dose activity, negative = inhibition, usual class: inhibitors; AID 2546; 3.5% of 310,000 active; Drosophila S2 Gal4-VP16 UAS-luciferase, luminescence, 20 h;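 note: Gal4-VP16 expression switched on by copper sulfate through the metallothionein promoter; potency is the fitted concentration of half-maximal effect; % is set by controls: 0 for no effect and ±100 for the full control effect; nearly all actives have a fitted effect of over 50% in size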
TRPV1 agonist – human TRPV1 agonism; TRPV1-expressing cells, Fluo-8 calcium influx, agonist mode; activation, % at 8.33 µM; 0.19% of 320,000 active; AID 540275; in the data active = activation above about 80%; inconclusive = between about 30% and that limit; note: 0% is about no effect
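Fluo-8 calcium influx in TRPV1-expressing cells, kinetic read (ex 480/em 520 nm). Compound added and read 3 min for agonist activity, followed by capsaicin at EC20 final and 2 min further read for enhancement.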
Rab9 promoter act – activators of Rab9 promoter; 2.8% of 320,000 active; AID 485297; Huh7 Rab9 promoter-luciferase reporter, luminescence, 24 h; Potency, µM (doses to about 9.22 µM), inactives show at the highest dose activation, negative = inhibition, hits mostly activators; note: potency is the fitted concentration of half-maximal effect; % of control where 0% means no effect; nearly all actives have a fitted effect of over 60% in size
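Quantitative HTS format; Huh7 Rab9-luciferase reporter cells (1500/well) receive compound 2 h post-plating, incubate 24 h at 37 °C, then get luciferase reagent for 10 min before luminescence reading.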
The depositor's hits bear a star; ? = inconclusive; . = not tested or not shown; [ ] = remark or other dose. Unless noted, calls come from the whole dose curve; as a rule, active = well fitted curve in the direction sought with a large enough effect; inconclusive = small, poorly fitted or top-dose-only effect, or another doubt; inactive = no such curve, though single readings can be large; an effect the other way counts as inactive or inconclusive.

SMILES	Tb PFK block	p53 reactivator	ELG1 repair inh	FLuc counter	ELG1 genotoxic	RORgamma inh	BRCA1 expr act	NPC1 promoter act	Gal4-VP16 FLuc	TRPV1 agonist	Rab9 promoter act
CCOC(=O)N1CCN(C(=O)/C(=C/c2ccc(F)cc2)NC(=O)c2ccccc2)CC1	0%	.	-5%	1%	0%	.	-6%	-4%	.	2	1%
CC(=O)N1CCc2cc(Br)cc(S(=O)(=O)NCCCN3CCC(C)CC3)c21	0%	6%	-4%	0%	-1%	6%	14%	-3%	-9%	8	-7%
COc1ccc(C2CC(c3ccc(Cl)cc3Cl)n3nc(N)nc3N2)cc1 (centres undefined)	2%	-5%	15%	2%	3%	-10%	-9%	2%	-2%	0	-5%
Cc1ccc2nsnc2c1S(=O)(=O)N1CCCC1	-2%	-8%	-2%	0%	0%	-21%	4%	-1%	-3%	2	-2%
COc1cc(-c2nnc(SCC(=O)NC3CCS(=O)(=O)C3)o2)cc(OC)c1OC (centres undefined)	-3%	4%	11%	0%	7%	-23%	6%	0%	-8%	2	-5%
CC(C)C[C@H](NC(=O)[C@@H]1Cc2ccccc2CN1C(=O)OC(C)(C)C)C(=O)NCC1CCC(C(=O)O)CC1 (some centres undefined)	-6%	3%	1%	-4%	4%	0%	-12%	-1%	-2%	-1	2%
C=CCc1ccc(OCCOc2ccc(/C=N/n3cnnc3)cc2OCC)c(OC)c1	1%	3%	?	-7%	0%	16µM*	-20%	14%	?	-3	2%
COc1ccc(/C=N/n2c(C)cc(C)cc2=O)cc1	-3%	-1%	?	?	?	-1%	94%	?	-15%	-3	?
CC(C)NC(=O)CC1C(=O)N(Cc2ccccc2)C(C)c2nc3ccccc3n21 (centres undefined)	-1%	1%	-1%	3%	-12%	31%	-20%	-2%	-2%	1	-1%
CN(C)CCCNc1c2c(nc3cc(-c4cccc(F)c4)nn13)CCC2	0%	-4%	26%	1%	4%	24%	-16%	-4%	-3%	0	-2%
O=C1c2ccccc2C(=O)N1CCc1nn[nH]n1	0%	2%	7%	0%	-1%	?	9%	-3%	-2%	1	-8%
O=C1CCCN1CN(C(=O)c1ccc2c(c1)OCO2)c1ccc(F)cc1	-4%	-3%	14%	0%	0%	19%	0%	2%	-2%	0	-1%
Cc1cc(NC(=O)CSc2ccc3nnc(-c4cccs4)n3n2)no1	-4%	-10%	?	-8%	-4%	-6%	-13%	10%	0%	.	-16%
O=C(CSc1nnc(Cc2cc(=O)[nH]c(=O)[nH]2)n1-c1ccc(F)cc1)NC1CCCC1	1%	3%	6%	2%	-3%	2%	2%	5%	2%	.	-10%
CN(C)NC(=S)NC(=O)C12CC3CC(CC(C3)C1)C2	2%	0%	14%	2%	-1%	1µM*	-3%	0%	2.8µM*	1	-3%
CCCCOc1cccc(OCCCC)c1C(=O)Nc1cc(C)on1	1%	-10%	-1%	5%	1%	-29%	-31%	-3%	18%	24	-8%
Cc1cccc(NC(=S)NC(=O)c2ccc(Br)o2)c1	-7%	16%	?	19µM*	?	2.8µM*	52%	?	-68%	30	?
O=C(NCCO)C(=O)c1c(-c2ccc(Cl)cc2)cc2ccccn12	11%	-2%	13%	2%	-4%	1%	1%	1%	11%	-9	-2%
CCN(CC)S(=O)(=O)c1cc(C(=O)OCC(=O)Nc2cccc(Br)c2)ccc1F	0%	0%	-1%	4%	2%	14%	17%	-1%	-14%	3	-2%
COc1ccc(NC2CCCN(C(=O)c3cc(C)nc4cc(F)ccc34)C2)cc1 (centres undefined)	-1%	-17%	13%	-1%	1%	0%	10%	-4%	-2%	?	1%

Record cards, as listed above.
Listed for CCN(CC)S(=O)(=O)c1cc(C(=O)OCC(=O)Nc2cccc(Br)c2)ccc1F = Tb PFK block: 0%; p53 reactivator: 0%; ELG1 repair inh: -1%; FLuc counter: 4%; ELG1 genotoxic: 2%; RORgamma inh: 14%; BRCA1 expr act: 17%; NPC1 promoter act: -1%; Gal4-VP16 FLuc: -14%; TRPV1 agonist: 3; Rab9 promoter act: -2%
Listed for Cc1ccc2nsnc2c1S(=O)(=O)N1CCCC1 = Tb PFK block: -2%; p53 reactivator: -8%; ELG1 repair inh: -2%; FLuc counter: 0%; ELG1 genotoxic: 0%; RORgamma inh: -21%; BRCA1 expr act: 4%; NPC1 promoter act: -1%; Gal4-VP16 FLuc: -3%; TRPV1 agonist: 2; Rab9 promoter act: -2%

(more compounds)
SMILES	Tb PFK block	p53 reactivator	ELG1 repair inh	FLuc counter	ELG1 genotoxic	RORgamma inh	BRCA1 expr act	NPC1 promoter act	Gal4-VP16 FLuc	TRPV1 agonist	Rab9 promoter act
CC(C)(C)NC(=O)CCN(/N=C/c1ccccc1O)C1=NS(=O)(=O)c2ccccc21	0%	-1%	13%	-1%	-3%	14%	-40%	1%	-2%	?	-1%
CCOc1ccc(NC(=O)CSc2nnc(C(C)C)n2CC)cc1	2%	0%	1%	-1%	0%	-9%	0%	-4%	0%	1	3%
c1ccc2c(N3CCCCC3)nc(N3CCOCC3)nc2c1	-3%	0%	?	-8%	-2%	-5%	-22%	-3%	-8%[10 µM]	23	-5%
COc1ccccc1CNC(=O)COC(=O)/C=C/c1ccc2c(c1)OCO2	-2%	?	0%	.	14%	.	9%	.	.	.	.
Cc1cc(C)cc(NS(=O)(=O)c2ccc(F)cc2)c1	1%	-3%	2%	-1%	-4%	-25%	-5%	1%	-9%	1	0%
CCOc1ccccc1C(=O)N[C@H](C(=O)OCc1cc(=O)oc2cc(C)ccc12)C(C)C	-7%	2%	?	?	-1%	22%	-40%	1%	-16%	12	-5%
Cc1ccc(NC(=S)NN2CCN(C)CC2)c(C)c1	2%	-1%	3%	-1%	-1%	-23%	21%	-1%	5%	3	-5%
CCN(CC)CCCN(Cc1cc2cc3c(cc2[nH]c1=O)OCO3)C(=S)Nc1ccc(OC)cc1	0%	-4%	-2%	2%	3%	11%	1%	0%	-2%	0	0%
O=C1CCNc2cc3ccccc3cc21	-21%	-11%	?	-1%[2.3 µM]	-3%	-39%	-81%	7%	?	-6	13%
Cc1noc(C)c1C(=O)OCC(=O)c1cc(C)n(Cc2ccccc2Cl)c1C	-1%	?	?	11µM*	16µM*	8%	44%	?	?	1	?
Cc1cc(C)c(S(=O)(=O)NCCOc2ccccc2)c(C)c1-n1cnnn1	1%	-5%	-6%	-11%	-8%	13%	-14%	-6%	-1%	5	1%
Cc1cnc2c(C(=O)O)cnn2c1	1%	-3%	-2%	-1%	4%	-3%	-1%	-5%	7%	-2	-4%
O=C(C1=C[C@@H](c2ccc(C(F)(F)F)cc2)C[C@@H](OCc2ccc(CO)cc2)O1)N1CCN(Cc2ccc3c(c2)OCO3)CC1	2%	1%	?	-2%	-7%	-32%	-8%	-3%	?	?	-1%
CCCc1cc(C(=O)Nc2sc3c(c2C#N)CCC3)no1	-5%	24%	-4%	?	5%	?	-2%	3%	0%	15	-5%
Cc1ccc(Cl)c(NC(=O)COC(=O)c2ccccc2C(=O)c2ccc(Cl)c([N+](=O)[O-])c2)c1Cl	2%	-24%	18µM*	3%	-16%	?	-90%[inhibitor]	-22%	-4%	0	-16%
Cc1cc(C)c(C(=O)CSC2=NC(N)=C(C#N)C3(CCCCC3)C2C(N)=O)cc1C (centres undefined)	4%	-1%	?	7%	-23%	9%	-31%	1%	-4%	0	17%
CCCCC(=O)Nc1cccc(-c2nc3ncccc3o2)c1C	0%	4%	17%	?	-3%	-14%	29%	11%	-21%	4	13%
CCC(C)N(C(=O)c1csnn1)C(C(=O)NC1CCCC1)c1ccc(F)cc1 (centres undefined)	0%	1%	-14%	3%	-5%	8%	-1%	1%	-9%	6	0%
Cc1nc([N+](=O)[O-])cn1CC(O)c1ccc(-c2ccccc2)cc1 (centres undefined)	-6%	-2%	-11%	-2%	-1%	34%	18%	-2%	4%	4	0%
CC1=CC(C)(C)C(C(=O)O)C(C(=O)O)C1 (centres undefined)	-2%	2%	0%	-1%	-4%	0%	-22%	-1%	-4%	0	-9%

3 compounds from above, ordered by number of heavy atoms, ascending:
SMILES	Tb PFK block	p53 reactivator	ELG1 repair inh	FLuc counter	ELG1 genotoxic	RORgamma inh	BRCA1 expr act	NPC1 promoter act	Gal4-VP16 FLuc	TRPV1 agonist	Rab9 promoter act
CCCCC(=O)Nc1cccc(-c2nc3ncccc3o2)c1C	0%	4%	17%	?	-3%	-14%	29%	11%	-21%	4	13%
Cc1nc([N+](=O)[O-])cn1CC(O)c1ccc(-c2ccccc2)cc1 (centres undefined)	-6%	-2%	-11%	-2%	-1%	34%	18%	-2%	4%	4	0%
Cc1cc(C)c(S(=O)(=O)NCCOc2ccccc2)c(C)c1-n1cnnn1	1%	-5%	-6%	-11%	-8%	13%	-14%	-6%	-1%	5	1%
